CSN deneddyl inh: inhibitors of human CSN-mediated cullin deneddylation; Q92905; Purified CSN, SCF-Nedd8-OG deneddylation, fluorescence polarization; inhibition, % at 12.5 µM; actives 0.38% (n = 360,000);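 active = pattern-corrected inhibition above about 35%, with an unprinted fluorescence ratio check between 0.5 and 1.5, limit read from the data, passing the limit was not always enough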;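 also: 0% = enzyme with substrate and 100% = substrate without enzyme; some results filed as inactive read as strong as hits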
Target sequence (Q92905 whole entry, looked up, one chain of several): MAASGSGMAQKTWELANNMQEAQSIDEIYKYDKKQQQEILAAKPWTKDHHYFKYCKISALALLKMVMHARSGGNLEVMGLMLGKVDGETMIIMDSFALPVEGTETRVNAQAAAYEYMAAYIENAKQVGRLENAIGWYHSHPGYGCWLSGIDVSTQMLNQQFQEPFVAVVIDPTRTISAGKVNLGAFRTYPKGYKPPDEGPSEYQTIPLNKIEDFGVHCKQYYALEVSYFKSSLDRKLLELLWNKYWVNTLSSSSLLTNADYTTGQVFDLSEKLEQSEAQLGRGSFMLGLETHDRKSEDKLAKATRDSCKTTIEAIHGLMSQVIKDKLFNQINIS
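Assay system: purified human Csn5 enzyme expressed in HEK293T cells; Input: 0.24 nM Csn5 enzyme, final concentration; Reagent: 10 nM SCFSkp2-Nedd8OG; Compound dosing: 12.5 µM single point; Times: reaction 90 min, room temperature; Technique: fluorescence polarization readout.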
DNMT1 inh: DNMT1 (human) enzyme inhibition; P26358; DNMT1 molecular beacon, Hinp1I cleavage, fluorescence; inhibition (reported as % activation of signal), % at 10 µM; actives 0.83% (n = 360,000); AID 588458; in the data active = inhibition above about 50%
Tb MetRS inh: blocks T. brucei methionyl-tRNA synthetase activity | purified T. brucei MetRS, ATP depletion, Kinase-Glo luminescence | inhibition, % at 11.9 µM | actives 0.4% (n = 360,000);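 active = inhibition above a per-plate cutoff of the control wells' mean inhibition plus 3 SD, cut at about 5.5% in these data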;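 also: 0% = DMSO wells median and 100% = median of wells with control inhibitor compound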
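assay system = parasite MetRS enzyme | timing = 15 min preincubation, 2 h reaction, all 25 °C | evaluation = percent inhibition relative to median high and low control wells | medium = HEPES buffer containing pyrophosphatase, BSA, spermine, DTT | compound = single dose, 11.9 µM final nominal, 0.9% final DMSO | detection = Kinase-Glo luminescence, ATP depletion format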
SUMO1-SIM PPI: SUMO1-SIM interaction modulation | actives 0.33% (n = 360,000) | inhibition, % at 20 µM | P63165 | SUMO1 binding to a labelled peptide, TR-FRET, 1 h | AID 602429; in the data active = inhibition above about 37%
Target sequence (P63165 whole entry, looked up): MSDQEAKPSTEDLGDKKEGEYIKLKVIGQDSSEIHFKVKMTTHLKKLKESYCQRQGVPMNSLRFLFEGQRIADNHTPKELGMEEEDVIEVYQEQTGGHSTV
MsrA inhibitor: inhibitors of bovine MsrA; inhibition, % at 15.5 µM; actives 0.75% (n = 360,000); purified bovine MsrA, absorbance read-out; in the data active = inhibition above about 4.5%;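 also: 0% = vehicle wells with enzyme and 100% = reference inhibitor wells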
Rpn11 block: blocks the human proteasome subunit Rpn11. actives 0.59% (n = 360,000). O00487. calls only at 20 µM. human 26S proteasome, Ub4-pepOG fluorescence polarization; 20S core pre-blocked with epoxomicin;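 active = inhibition at 20 µM, scaled to each plate's controls, above about 33%, limit read from the data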
STEP inh: STEP (human) phosphatase inhibition; AID 588621; recombinant STEP, OMFP fluorogenic substrate, fluorescence; inhibition, % at 20 µM; actives 0.25% (n = 360,000); P54829;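 active = inhibition at 20 µM, scaled per plate between control wells, above about 37%, limit read from the data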;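 also: 0% = DMSO with enzyme and substrate and 100% = substrate only without enzyme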
Target sequence (P54829 whole entry, looked up): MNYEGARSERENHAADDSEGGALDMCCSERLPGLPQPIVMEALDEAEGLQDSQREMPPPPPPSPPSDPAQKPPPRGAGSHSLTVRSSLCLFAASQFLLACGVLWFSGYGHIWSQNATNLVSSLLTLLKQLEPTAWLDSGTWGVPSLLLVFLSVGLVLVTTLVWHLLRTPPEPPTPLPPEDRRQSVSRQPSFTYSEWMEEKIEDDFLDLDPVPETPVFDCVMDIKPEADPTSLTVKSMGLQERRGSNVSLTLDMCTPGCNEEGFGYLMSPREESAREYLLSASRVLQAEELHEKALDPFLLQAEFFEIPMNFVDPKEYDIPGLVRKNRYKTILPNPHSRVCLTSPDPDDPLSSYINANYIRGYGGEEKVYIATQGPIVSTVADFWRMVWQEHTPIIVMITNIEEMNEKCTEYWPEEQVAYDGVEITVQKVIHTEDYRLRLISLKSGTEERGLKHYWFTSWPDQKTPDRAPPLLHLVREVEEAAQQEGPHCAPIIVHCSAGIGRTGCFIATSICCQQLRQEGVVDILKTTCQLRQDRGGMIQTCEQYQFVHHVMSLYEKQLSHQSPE
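Test system: STEP tyrosine phosphatase / Reagent: OMFP at 25 µM / Doses: 20 µM, 1% DMSO / Read-out: percent inhibition scaled to no-enzyme and uninhibited-enzyme controls, plate-pattern corrected / Detection: FITC-channel fluorescence of OMFP product / Medium: Bis-Tris buffer pH 6.0, 2.5 mM DTT, 0.005% Tween 20 / Schedule: 20 min at room temperature, dark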
Scp1 inh: inhibitors of human Scp-1 phosphatase | Q9GZU7 | Recombinant Scp1, phosphopeptide, malachite green phosphate absorbance | inhibition, % at 20 µM | actives 0.88% (n = 340,000) | AID 493091;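 active = inhibition above about 50% at 20 µM, limit read from the data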;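 also: plate controls were DMSO wells with enzyme for no effect and wells lacking enzyme for full effect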
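System: SCP-1 catalytic domain; Reagent: Phospho 17-mer peptide substrate; Doses: one concentration, 20 µM, with 1.0% DMSO; Incubation: 45 min room-temperature reaction, 5 min colour, 30 min stabiliser; Signal: Phosphate-binding colour reagent, absorbance read at 630 nm.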
NadD inh: blocks S. aureus nicotinate mononucleotide adenylyltransferase. purified NadD enzyme, colorimetric absorbance read-out. inhibition, % at 20 µM. actives 0.78% (n = 360,000). AID 602399; in the data active = inhibition above about 26%; also: some compounds past the cut are filed as inactive
LMPTP inh: LMPTP (human) inhibition; P24666; recombinant LMPTP-A, OMFP fluorogenic substrate, fluorescence intensity; inhibition, % at 20 µM; actives 0.22% (n = 360,000);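 active = compounds that cut the enzyme signal by at least half of the control window in the single-dose screen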;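 also: plate controls were DMSO wells with enzyme plus substrate for no effect and substrate without enzyme for full effect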
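Test system: LMPTP-A phosphatase enzyme; input: 0.625 nM LMPTP-A final; reagent: OMFP substrate, 400 µM final; compound dosing: 20 µM single dose, 3% DMSO; incubation: 50 min dark incubation at room temperature; measured by: endpoint fluorescence intensity from OMFP dephosphorylation; measure: % inhibition relative to no-enzyme and uninhibited control wells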
* = called active by the depositor; i = inactive; · = not tested or not shown.

SMILES	CSN deneddyl inh	DNMT1 inh	Tb MetRS inh	SUMO1-SIM PPI	MsrA inhibitor	Rpn11 block	STEP inh	Scp1 inh	NadD inh	LMPTP inh
COc1ccc(C2(C)NC(=O)N(CC(=O)Nc3ccc4c(c3)OCO4)C2=O)cc1OC (centres undefined)	3	-6	0.1	4	1.3	i	-4	-18	2	4.7
COc1ccc(OC)c(C2C(C#N)=C(N)Oc3cc(C)[nH]c(=O)c32)c1 (centres undefined)	7	2	13*	-2	1.1	i	-1	1	-2	-0.9
CCCCN(CCCC)CCNC(=O)CN1C(=O)COc2ccc(S(=O)(=O)N3CCC(C)CC3)cc21	3	0	-0.2	-1	0.4	i	-2	-2	-6	0.3
COc1ccc2c(-c3cccnc3)cc(=O)[nH]c2c1	-2	4	0.5	2	2.1	i	-3	-5	-4	-1.1
O=C(O)CC1c2ccccc2CCN1S(=O)(=O)c1cccs1 (centres undefined)	-2	2	-0.6	5	0.3	i	2	-11	-3	-0.6
NC1=NC(=O)/C(=C/c2cccc(-c3ccc(S(N)(=O)=O)cc3)c2)S1	1	40	-0.1	-3	-1.0	i	-3	14	0	-0.9
Cc1cccc(NC(=O)NNC(=O)c2cc(-c3ccccc3Cl)nc3ccccc23)c1	-1	-7	-1.0	-3	·	i	-1	-2	22	3.3
CCN(CC)C(=O)C1=C(C)N(Cc2ccc(C(C)(C)C)cc2)C(=O)C(CC(=O)NCCCCc2ccccc2)C1 (centres undefined)	-1	-12	-1.5	5	-1.3	i	0	·	9	3.2
Cc1nnc(SCCn2c(Br)nc3c2c(=O)[nH]c(=O)n3C)s1	1	0	-0.2	-3	-1.3	i	9	9	7	-3.5
CC(=O)N1CCN(c2nc3ccc([N+](=O)[O-])cc3s2)CC1	6	2	0.0	-28	1.4	i	4	3	0	-1.3
O=C(CC1C(=O)NCCN1C/C=C/c1ccccc1)NCCc1ccncc1 (centres undefined)	2	-1	0.3	-1	0.2	i	-1	-5	1	0.8
CC(=O)CCn1c(=O)n(CCC(C)=O)c(=O)n(CCC(C)=O)c1=O	0	-3	-0.1	0	-0.5	i	-1	-9	5	0.2
COc1cc(C(=O)OCC(=O)NC2CC2)ccc1OCCC(C)C	-4	6	-0.4	0	0.3	i	-2	-3	-8	-0.2
CCNC(=O)CCn1nc(-c2ccc(Cl)cc2)c2ccccc2c1=O	-1	2	-0.8	-1	1.7	i	2	-5	11	-0.8
CC(=O)Nc1cccc(-c2ccnc3c2CC(C(=O)NCc2cccnc2)O3)c1 (centres undefined)	-8	-1	-0.1	5	1.1	i	-3	·	1	-0.6
C=C1C(C(=O)Nc2ccc(OCC)cc2)C1C(=O)Nc1ccc(OCC)cc1 (centres undefined)	4	12	-0.6	0	0.5	i	1	-4	1	-1.0
CC12COC3(C(=O)Nc4ccc([N+](=O)[O-])cc4)CC1CCC32C (centres undefined)	2	-1	-0.7	-11	1.4	i	3	-13	-5	-0.7
COC(=O)c1c(N)n(-c2ccc(NC(C)=O)cc2)c2nc3ccccc3nc12	5	-16	-0.7	-9	0.9	i	0	-7	3	0.7
CCCC(=O)NNC(=O)CCC(=O)Nc1ccccc1Cl	-4	-2	-0.4	0	0.9	i	1	-3	-6	0.3
Cc1ccc(C(=O)N(C)CC(=O)Nc2ccc(N3CCOCC3)cc2)s1	5	-1	-0.5	3	-1.0	i	-3	-5	0	2.8

Four records picked at random from those above:
SMILES	CSN deneddyl inh	DNMT1 inh	Tb MetRS inh	SUMO1-SIM PPI	MsrA inhibitor	Rpn11 block	STEP inh	Scp1 inh	NadD inh	LMPTP inh
CC(=O)N1CCN(c2nc3ccc([N+](=O)[O-])cc3s2)CC1	6	2	0.0	-28	1.4	i	4	3	0	-1.3
CCN(CC)C(=O)C1=C(C)N(Cc2ccc(C(C)(C)C)cc2)C(=O)C(CC(=O)NCCCCc2ccccc2)C1 (centres undefined)	-1	-12	-1.5	5	-1.3	i	0	·	9	3.2
COc1ccc2c(-c3cccnc3)cc(=O)[nH]c2c1	-2	4	0.5	2	2.1	i	-3	-5	-4	-1.1
COc1ccc(OC)c(C2C(C#N)=C(N)Oc3cc(C)[nH]c(=O)c32)c1 (centres undefined)	7	2	13*	-2	1.1	i	-1	1	-2	-0.9

The list continues:
SMILES	CSN deneddyl inh	DNMT1 inh	Tb MetRS inh	SUMO1-SIM PPI	MsrA inhibitor	Rpn11 block	STEP inh	Scp1 inh	NadD inh	LMPTP inh
CCOc1ccccc1OCC(=O)OCC(=O)c1c(C)[nH]c2ccccc12	3	-2	-0.4	4	0.8	i	-2	-7	-15	2.1
CCc1ccc(OCCCC(=O)NCc2ccccc2)cc1	-14	-6	-0.3	0	1.2	i	-1	-5	-4	-1.2
CCCOc1c(Br)cc(/C=N/O)cc1OC	2	-2	-0.7	-1	0.8	i	-2	-5	-3	0.7
O=C(CSc1ccc(Br)cc1)Nc1ccc(N2CCOCC2)cc1	1	29	-0.6	0	-0.8	i	-1	1	0	0.2
Cc1cc(=O)[nH]c2cc(O)ccc12	-4	-3	-0.4	6	1.3	i	-2	-1	-2	-1.2
COc1ccc(N2CCN(C(=O)CSc3nnc(-c4cc5ccccc5cc4O)n3C)CC2)cc1	5	-5	1.9	-8	0.6	i	7	-9	19	1.1
OCCCNC(=S)NC1CCCC1	3	-2	-0.9	3	-0.7	i	-2	-2	-5	-0.8
CN1C(=O)c2ccccc2N(C)C1c1cccc(O)c1 (centres undefined)	1	2	-0.5	-2	2.0	i	-2	-7	-5	-0.2
N#C/C(C(N)=O)=C1/CCCN1Cc1ccccc1	-1	0	-0.3	3	0.2	i	-2	4	-7	-1.9
Cc1cccc(C(=O)OCC(=O)c2ccc3c(c2)NC(=O)CO3)c1	0	-13	-0.3	-9	-0.6	i	-1	-13	0	0.1
Cc1ccc(CN2C(=O)N/C(=C/c3ccc(-c4ccc(C(=O)O)cc4)o3)C2=O)cc1	12	42	0.6	39*	1.3	i	7	59*	12	3.6
CCN1CCN(CC(=O)Nc2cc(C)c(C)cc2[N+](=O)[O-])CC1	1	3	-0.7	-13	-0.4	i	-3	-4	0	-1.8
CC(C)Oc1ccc(CN=C(N)N=C(N)N)cc1Cl	5	-1	0.0	-2	-0.1	i	-4	-5	-2	-1.4
Cc1noc(C)c1C(=O)OCC(=O)c1ccc[nH]1	-1	-8	-0.2	0	0.1	i	1	-1	-3	-0.2
Cc1nn(C)c(Cl)c1CN1CCN(CCC(C)C)C(CCO)C1 (centres undefined)	-5	2	-0.7	-1	0.3	i	2	-4	-9	0.0
Cc1ccc(CNC(=O)c2ccc(CS(=O)(=O)c3ccccc3C)o2)cc1	4	-1	-0.7	5	-1.8	i	3	-6	-5	-0.5
COc1ccccc1Oc1ccc2c(c1)C(=O)N(c1ccccc1)C2=O	-4	-7	-1.1	7	-0.1	i	-4	-20	3	0.5
CCc1nc2ccc(C(=O)Nc3ccc(OC)c(OC)c3)cn2c1N(C)C(=O)Cc1ccccc1	-5	0	-0.4	1	0.4	i	-1	·	4	-3.3
CC(C)N1CCSC1=S	6	-3	-0.2	-5	0.8	i	4	-8	-2	-2.4
COCCOC(=O)C1=C(C)NC2=C(C(=O)CC(C)(C)C2)C1c1cccnc1 (centres undefined)	0	1	0.1	-5	1.3	i	0	-4	-4	0.6
COc1cc(OC)c2c(-c3cccc(-c4ccc(CO)cc4)c3)cc(=O)oc2c1	-1	-12	-0.3	-1	·	i	-2	42	-5	1.7
COc1ccc(NC(=O)c2ccc(COCC(F)(F)F)cc2)cc1OC	-12	8	-1.7	0	1.0	i	-1	-2	0	-0.7
CS(=O)(=O)c1ccc(-c2cc(NC=O)c3ncc(-c4ccc(F)cc4)n3c2)cc1	4	-5	0.0	-33	1.4	i	1	·	6	1.4
CC1=CC(C)C2(CO)COC(c3ccccc3O)C1C2C (centres undefined)	5	-8	0.2	-1	0.2	i	-1	0	-1	-0.7
Cc1ccc(NCc2nnc3n2CCCCC3)c(C)c1	-4	1	0.0	0	-0.3	i	0	-8	-3	-2.0
Cc1ccc(N2C(N)=NC(N)=NC23CCCC3)c(C)c1	-2	3	-1.3	3	-0.1	i	-3	-9	-2	-0.9
C=CCc1cc(C=O)cc(OC)c1OCc1c(Cl)cccc1Cl	-7	5	-0.4	0	1.4	i	0	-15	11	4.1
COc1ccc(CN2CCNC(=O)C2CC(=O)N(C)C2CCOCC2)cc1OC (centres undefined)	4	-1	-0.3	-4	-1.3	i	0	·	7	1.1
COCCn1c(-c2cccc([N+](=O)[O-])c2)nc2c1c(=O)[nH]c(=O)n2Cc1ccccc1	-2	1	-0.2	-12	0.7	i	3	1	5	-0.1
O=[N+]([O-])c1ccc(C2Nc3cccc4cccc(c34)N2)cc1	1	-4	0.1	-11	-0.5	i	8	6	18	11
COc1cc(C(=O)Oc2ccccc2/C=N/NC(=O)c2ccc(C)c(Cl)c2)cc(OC)c1OC	1	21	-0.7	0	-1.6	i	1	-5	2	-0.2
COc1ccc(NC(=O)CSc2nc3ccccc3c(=O)n2CCC(=O)N2CCCCC2)cc1	-3	-5	2.2	1	0.3	i	3	-18	3	0.1
COc1cc(F)ccc1-c1cc(C(=O)Nc2cc(OC)c(OC)c(OC)c2)[nH]n1	-5	-6	-0.3	21	-0.3	i	-1	·	-7	0.3
C=CCOc1ccc(/C=C2\SC(=S)N(C(C(=O)O)c3ccccc3)C2=O)cc1 (centres undefined)	6	10	-0.7	-12	0.2	i	1	-4	8	-0.2
c1ccc(N2CCN(Cc3nc4ccccc4[nH]3)CC2)nc1	2	-8	3.0	4	-0.2	i	3	-5	-1	2.3
Cc1ccc(N(C(=O)CCC(=O)Nc2ccccn2)C(C(=O)NC(C)C)c2ccc(F)cc2)cc1 (centres undefined)	0	-1	-0.1	0	1.2	i	0	5	6	-0.4
Cc1ccc(C(=O)NNC(=O)C(C)Oc2ccccc2F)cc1S(=O)(=O)N1CCOCC1 (centres undefined)	0	2	-0.4	1	-0.4	i	-1	7	-4	-1.0
CC(C)CN(CC(C)C)C(=O)Nc1cccc([N+](=O)[O-])c1	-8	2	-0.4	-4	0.1	i	1	-8	0	-0.7
Cc1ccc(S(=O)(=O)NCCNc2ccc([N+](=O)[O-])cc2C(F)(F)F)cc1	-3	-1	0.3	-15	29*	i	0	-6	-5	1.1
COc1ccc(-c2nnc(SCC#N)o2)cc1	2	0	-0.4	0	0.6	i	2	-4	9	-1.6

Assay outcomes from PubChem.
